Screening results: PubChem, several laboratories
Platelet DG rel: modulates dense granule release in human platelets | 300,000 tested, 0.22% active | human platelet-rich plasma, SFLLRN dense granule ATP release, luminescence | AID 1663 | inhibition, %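 (compounds screened at 7.5 µM in platelet-rich plasma)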;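 active means mean replicate score, as percent of positive control, at or above 50; inconclusive means mean below 50 but at least one replicate at or above 50; inactive means mean and every replicate below 50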
KCNQ1 act: human KCNQ1 channel potentiation or activation; B-score at 10 µM; 310,000 tested, 0.35% active; AID 2648; CHO-K1 KCNQ1, thallium flux FluxOR fluorescence; hits give high values;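 active means fluorescence ratio B-score, a plate-corrected score, at least three library SD, with initial intensity B-score within 5 SD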
Target sequence (P51787 whole entry, looked up): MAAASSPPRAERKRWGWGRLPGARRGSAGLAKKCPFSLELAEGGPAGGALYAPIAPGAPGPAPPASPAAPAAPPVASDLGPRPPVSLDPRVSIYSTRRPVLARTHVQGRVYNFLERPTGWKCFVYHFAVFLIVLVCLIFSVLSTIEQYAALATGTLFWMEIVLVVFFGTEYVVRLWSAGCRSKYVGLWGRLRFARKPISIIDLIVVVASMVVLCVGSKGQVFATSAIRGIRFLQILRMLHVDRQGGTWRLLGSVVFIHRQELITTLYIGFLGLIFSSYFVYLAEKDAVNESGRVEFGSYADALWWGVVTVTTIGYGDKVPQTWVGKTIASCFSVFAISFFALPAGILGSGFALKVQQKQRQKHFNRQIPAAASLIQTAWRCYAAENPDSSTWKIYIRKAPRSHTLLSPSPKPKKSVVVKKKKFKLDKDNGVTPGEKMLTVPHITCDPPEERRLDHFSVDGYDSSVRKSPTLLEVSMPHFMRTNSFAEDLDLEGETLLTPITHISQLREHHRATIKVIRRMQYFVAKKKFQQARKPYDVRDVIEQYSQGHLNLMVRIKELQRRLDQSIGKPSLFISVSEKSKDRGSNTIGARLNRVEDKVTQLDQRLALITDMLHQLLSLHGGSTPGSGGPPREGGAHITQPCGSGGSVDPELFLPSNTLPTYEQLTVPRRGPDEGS
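Material: CHO-K1 cells stably expressing KCNQ1. Medium: assay buffer for compound exposure, DMSO matched across wells. Reagent: K+/Tl+ depolarizing stimulus. Compound dosing: single-concentration screen. Times: 37 °C overnight plating, 90-min dark dye load, 20-min compound pretreatment. Technique: FluxOR Tl+ flux fluorescence.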
Dyrk1A ADPGlo: Dyrk1A (rat) kinase inhibition; ADP-Glo luminescence, NFATc1 peptide; inhibition, % at 12.5 µM; 310,000 tested, 0.43% active; AID 504441; in the data active means inhibition above about 50%;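 further: plate controls were vehicle with enzyme for no effect and no enzyme for full effect; many of its hits are not listed in these tables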
KCNK9 inh: inhibitors of human KCNK9 two-pore domain potassium channel. HEK293 KCNK9, FluxOR thallium flux fluorescence; hits give low values. B-score at 10 µM. 310,000 tested, 1.2% active. AID 488922;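 active means ratio B-score over 3 SD below the library mean, with starting fluorescence within 5 SD of its mean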;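 further: negative B-score means less thallium flux so channel inhibition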
TRPC4 block: blocks the mouse TRPC4 cation channel; HEK293 TRPC4beta/mu-opioid, DAMGO-evoked Fluo4 calcium flux; hits give low values; 300,000 tested, 0.39% active; B-score at 10 µM; AID 2247;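 active means B-score over 3 SD under the library average, no early fluorescence shift, positive overall ratio signal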
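Assay system – HEK293 line stably carrying TRPC4beta and mu-opioid receptor · Doses – single dose · Detection – Fluo4 calcium-dye fluorescence, kinetic read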
PolyA inh: yeast polyadenylation inhibition. S. cerevisiae SKY197-pL101 polyadenylation reporter, beta-gal luminescence; efflux-impaired pdr1/pdr3 knockout yeast; score 100 = 6 SD above DMSO. calls only at 12 µM. 300,000 tested, 0.02% active. AID 1875;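 active means lowest replicate activity score at least 50, where 100 means six control SD above control mean; inconclusive means lowest score under 50 but half or more replicates reach 50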;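 further: yeast exposed to compound for 9 h at 30 °C; higher score means more reporter readthrough which indicates perturbed polyadenylation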
KCNK3 block: human KCNK3 channel inhibition, primary screen; O14649; CHO-KCNK3 thallium flux, FluxOR fluorescence; hits give low values; B-score at 10 µM; 340,000 tested, 0.84% active; AID 602410;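 active means B-score under library mean minus 4 SD, starting fluorescence ratio at most library mean plus 5 SD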;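 further: more negative B-score means stronger inhibition of thallium flux through KCNK3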
Target sequence (O14649 whole entry, looked up): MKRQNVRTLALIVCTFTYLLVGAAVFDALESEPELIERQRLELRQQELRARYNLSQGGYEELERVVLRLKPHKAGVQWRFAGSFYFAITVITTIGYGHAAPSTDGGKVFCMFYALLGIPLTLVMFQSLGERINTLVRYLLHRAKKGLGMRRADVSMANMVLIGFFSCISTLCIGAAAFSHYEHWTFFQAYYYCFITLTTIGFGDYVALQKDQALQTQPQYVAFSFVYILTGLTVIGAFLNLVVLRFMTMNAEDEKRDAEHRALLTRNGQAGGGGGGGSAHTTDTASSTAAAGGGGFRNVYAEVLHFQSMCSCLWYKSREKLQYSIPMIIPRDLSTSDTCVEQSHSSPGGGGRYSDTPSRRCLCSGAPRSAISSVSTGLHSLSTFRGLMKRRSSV
KCNQ1 block: inhibitors of human KCNQ1 potassium channel; P51787; CHO-K1 KCNQ1, FluxOR thallium flux fluorescence; hits give high values; B-score at 10 µM; 310,000 tested, 1.3% active; AID 2642;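 active means compounds whose thallium flux B-score, printed positive for inhibition, exceeds three library SD while starting fluorescence stays within three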;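 further: channel opened by potassium depolarization with thallium stimulus after 20 min compound exposure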
TRPC4 act: activators of mouse TRPC4 channel | AID 2237 | HEK293 TRPC4beta/mu-opioid, Fluo4 calcium fluorescence; hits give high values | Q9QUQ5 | B-score at 10 µM | 310,000 tested, 0.49% active;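 active means B-score above 5 SD of library B-scores, and initial fluorescence ratio not above library mean plus 5 SD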;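 further: positive B-score marks a calcium rise read as TRPC4 activation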
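Material: TRPC4beta and mu-opioid receptor HEK293 stable cells | Incubation: 45 min room-temperature Fluo4 loading, 110 s read | Detection: Kinetic Fluo4 calcium fluorescence | Measure: Integrated baseline-normalised fluorescence ratio, converted to per-well B score | Benchmarks: Low control buffer alone, high control maximal DAMGO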
hERG rescue: compounds protecting human hERG from proarrhythmic drug block; CHO-hERG, FluxOR thallium flux, dofetilide IC70 present; activation (rescue from dofetilide block), less the hit threshold, % at 10 µM; 310,000 tested, 0.51% active; AID 1511;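 active means activation above the mean of controls blocked by dofetilide plus 5 SD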;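 further: thallium influx through hERG after potassium depolarization seen as dye fluorescence rise; in these data hits start at about 4.7%; inactives centre near -7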
TRPC4 potent: TRPC4 (mouse) allosteric potentiation; Q9QUQ5; 310,000 tested, 0.42% active; HEK293 TRPC4beta/mu-opioid, DAMGO EC20, Fluo-4 Ca2+ flux; hits give high values; B-score at 10 µM;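 active means B-score of calcium response area above 5 SD of library B-scores, with initial fluorescence ratio within 5 SD of library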;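 further: B-score of integrated fluorescence ratio over time as area under calcium response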
The depositor's hits bear a star; i = inactive; ? = inconclusive; / = no result given.

SMILES	Platelet DG rel	KCNQ1 act	Dyrk1A ADPGlo	KCNK9 inh	TRPC4 block	PolyA inh	KCNK3 block	KCNQ1 block	TRPC4 act	hERG rescue	TRPC4 potent
O=[N+]([O-])c1ccc2c(c1)C(N1CCOCC1)/C(=C/COc1ccc3ccccc3c1Br)O2 (centres undefined)	12.7	i	0.0	i	i	i	i	i	i	-9.0	i
CC1C(=O)Nc2ccccc2N1C(=O)c1ccc(Cl)cc1 (centres undefined)	-0.4	i	-1.5	i	i	i	i	i	i	-12.8	i
O=[N+]([O-])c1cc(C=Nc2ccc3ccccc3c2)ccc1Br	4.5	i	1.9	i	i	i	i	i	i	-10.4	i
O=C(COc1coc(CN2CCN(c3ccc(F)cc3)CC2)cc1=O)NCC1CCCO1 (centres undefined)	13.5	i	-3.7	i	i	i	i	i	i	-12.8	i
Brc1ccc(-c2nnc3ccc(Nc4ccccc4)nn23)cc1	-10.7	i	/	i	i	i	/	i	i	-14.5	i
O=C(NCc1cccnc1)Nc1cccc(Cl)c1Cl	-2.2	i	1.6	i	i	i	i	i	i	-7.5	i
COc1ccc(C(=O)O/N=C(\N)c2ccccc2)cc1	66.8*	i	/	i	i	i	i	i	i	-6.3	i
Nc1ccnc(=O)[nH]1	12.3	i	7.3	i	i	i	i	i	i	-8.6	i
Cc1cccc(N/C(=N\S(=O)(=O)c2ccccc2)C(F)(F)F)c1	-27.3	i	-0.5	i	i	i	i	i	i	-3.7	i
CCCN(CC(=O)Nc1ccccc1C)C(=O)c1ccc(N2CCCCCC2)c([N+](=O)[O-])c1	-21.0	i	1.7	i	i	i	i	i	i	-3.7	i
CCc1nc(NCc2ccco2)c2oc3ccccc3c2n1	-1.1	i	10.3	i	i	i	i	i	i	-12.4	i
Cc1ccc(NC(=O)c2ccc(OC(=O)COc3cccc(Cl)c3)cc2)cc1	0.0	i	-1.7	i	i	/	i	i	i	-7.7	i
COc1c(O)c(O)c2oc(-c3ccccc3)cc(=O)c2c1OC	4.0	i	/	i	i	i	i	i	i	-5.4	i
CCN1CCN(c2ccc(S(=O)(=O)N3CCCCC3)cc2NC(=O)c2cccc(F)c2)CC1	-9.9	i	21.9	i	i	i	i	i	i	-9.7	17*
COC(=O)Cn1ccc2cc(S(=O)(=O)N3CCCCCC3)ccc21	-5.8	i	3.3	i	i	i	i	i	i	-8.1	i
COc1c(O)ccc(/C=N\NC(=O)c2ccc3c(c2)OCO3)c1[N+](=O)[O-]	4.5	i	17.3	i	i	i	i	i	i	-1.1	i
O=CN1CCN(S(=O)(=O)c2ccc(S(=O)(=O)NC3CCCCC3)cc2)CC1	11.2	i	-3.8	i	i	i	i	i	i	-4.8	i
COc1cccc(NC(=O)c2ccc(CN3CCc4ccccc4C3)cc2)c1	14.0	i	6.5	i	i	i	i	i	i	-0.1	i
COc1ccc(CNC(=O)CN(Cc2ccc(F)cc2)C(=O)c2csnn2)cc1	-19.3	i	-0.6	i	i	i	i	i	i	-0.2	i
Cc1ccc(Cn2ncc3c(NCCCN4CCOCC4)ncnc32)cc1	4.9	i	5.3	i	i	i	i	i	i	-3.2	i
Cc1nnc(NC(=O)CSCc2c(C)noc2C)s1	1.5	i	-12.1	i	i	i	i	i	i	-9.9	i
CS(=O)(=O)Nc1cccc(C(=O)CC2(O)C(=O)Nc3ccccc32)c1 (centres undefined)	2.4	i	-3.4	i	i	i	i	i	i	-5.4	i
CCN1C(=O)/C(=C/C=C2/Sc3ccc4ccccc4c3N2CCO)SC1=S	3.0	i	-0.5	i	i	i	i	i	i	-5.9	i
COc1cccc(C2=NO[C@@H]3C(=O)N(c4ccc5c(c4)OCCO5)C(=O)[C@H]23)c1OC	13.7	i	2.9	i	i	i	i	i	i	-6.4	i
Cc1cc(C(=O)NNc2ccccc2F)no1	-2.0	i	-1.5	i	i	i	i	i	i	-0.9	i
O=C(NN1C(=O)/C(=C\c2cccnc2)SC1=S)C(c1ccccc1)c1ccccc1	14.7	i	-0.8	i	i	i	i	i	i	-11.3	i
Cc1ccc(C(=O)CNc2ccc(Cl)cc2)cc1	-5.5	i	0.6	i	i	i	i	i	i	-8.7	i
Cc1ccccc1OCc1nc2ccccc2c(=O)n1NC(=O)c1ccco1	-4.1	i	1.3	i	i	i	i	i	i	-6.2	i
O=C(/C=C/c1ccc(Cl)cc1)NC1CCS(=O)(=O)C1 (centres undefined)	2.6	i	4.2	i	i	i	i	i	i	-5.3	i
Nc1c(NCCN2CCOCC2)c2ccccc2oc1=O	14.5	i	25.4	i	i	i	i	i	i	-4.9	i
Cc1ccc(OCC(=O)NNC(=O)c2ccc(NC(=O)C3CC3)cc2)c(C)c1	2.2	i	0.4	i	i	i	i	i	i	-11.7	i
CCCCn1c(Cc2ccccc2)nnc1SCC(=O)N1CCOCC1	0.6	i	-3.6	i	i	i	i	i	i	-8.6	i
CCOC(=O)CC1C(=O)NCCN1C(=O)c1c(Cl)cccc1Cl (centres undefined)	-1.7	i	0.3	i	i	i	i	i	i	-3.6	i
COc1ccccc1/C=C1\SC(=S)N(CCC(=O)NNC(=O)c2ccccc2OC)C1=O	0.3	i	5.0	i	i	i	i	i	i	-9.5	i
CN(C)c1ccc(C2Nc3ccccc3C(=O)N2CCCN2CCOCC2)cc1 (centres undefined)	0.0	i	1.6	i	i	i	i	i	i	-7.5	i
Cc1ccccc1-c1nc(CS(=O)(=O)CC(=O)NCCCN2C(C)CCCC2C)c(C)o1 (centres undefined)	-1.5	i	-0.5	i	i	i	i	i	i	-10.0	i

Complete entries as entered above. Screens in order: Platelet DG rel, KCNQ1 act, Dyrk1A ADPGlo, KCNK9 inh, TRPC4 block, PolyA inh, KCNK3 block, KCNQ1 block, TRPC4 act, hERG rescue, TRPC4 potent
Listed for `CCCCn1c(Cc2ccccc2)nnc1SCC(=O)N1CCOCC1` = 0.6, i, -3.6, i, i, i, i, i, i, -8.6, i
Listed for `Cc1cc(C(=O)NNc2ccccc2F)no1` = -2.0, i, -1.5, i, i, i, i, i, i, -0.9, i
Listed for `Cc1ccccc1-c1nc(CS(=O)(=O)CC(=O)NCCCN2C(C)CCCC2C)c(C)o1` (centres undefined) = -1.5, i, -0.5, i, i, i, i, i, i, -10.0, i

Carrying on:
SMILES	Platelet DG rel	KCNQ1 act	Dyrk1A ADPGlo	KCNK9 inh	TRPC4 block	PolyA inh	KCNK3 block	KCNQ1 block	TRPC4 act	hERG rescue	TRPC4 potent
O=C(O)C1=C[C@@H](c2ccc(C(F)(F)F)cc2)C[C@@H](OCCCCO)O1	-5.4	i	-8.4	i	i	i	i	i	i	-3.1	i
c1ccc(-c2noc(CCC3CCCC3)n2)cc1	6.1	i	3.4	i	i	i	i	i	i	-11.2	i
O=C(CN1CCOCC1)Nc1ncc(Cc2cccc(Cl)c2Cl)s1	-2.2	i	-0.8	i	i	/	i	i	i	-7.6	i
COc1cccc(N=C(N)N=C(N)N)c1	-9.9	i	6.6	i	i	i	i	i	i	-8.8	i
O=C(NC1CCCC1)C(c1ccco1)N(C(=O)c1csnn1)c1ccccc1 (centres undefined)	-13.5	i	-6.5	i	i	i	i	i	i	-9.7	i
CCNC(=O)N1c2ccc(OC)cc2C(C)=CC1(C)C	-0.3	i	-7.2	i	i	i	i	i	i	-4.8	i
CSc1ccc(/C=N/NC(=O)CN2CCN(Cc3ccccc3)CC2)cc1	6.9	i	-7.7	i	i	i	i	i	i	-2.3	i
O=C(NCc1cccnc1)c1cccc(S(=O)(=O)N2CCCCC2)c1	4.8	i	-0.4	i	i	i	i	i	i	-5.0	i
COc1cccc(NC(=S)N(CCCN2CCCC(C)C2)Cc2cccs2)c1 (centres undefined)	6.2	i	/	i	i	i	i	i	i	-14.1	i
O=C(NCc1ccccc1)c1ccc(Cl)cc1	-3.0	i	/	i	i	i	/	i	i	-11.5	i
O=C(Cn1c(C(F)(F)F)nc2ccccc21)OCC(=O)c1c[nH]c2ccccc12	17.7	i	-1.4	i	i	i	i	i	i	-3.1	i
CC(Sc1nnc(-c2ccco2)n1C)C(=O)N1C(C)CCCC1C (centres undefined)	31.9	i	/	i	i	i	i	i	i	-14.5	i
CCOC(=O)c1ccc(NC(=S)Nc2cccc(C)n2)cc1	-21.2	i	4.1	i	i	i	i	i	i	-6.6	i
COc1ccccc1NC(=O)COc1ccc(Br)cc1CO	10.3	i	-1.5	i	i	i	i	i	i	-14.2	i
CCn1nc(C)c(CN2CCC(C(=O)Nc3cccc(-c4cccc(Cl)c4)c3)CC2)c1C	3.8	i	/	i	i	i	i	i	i	-23.4	i
Cc1cnc(C(=O)NC2CC(C)(C)Cc3c2cnn3-c2ccccc2)cn1 (centres undefined)	1.7	i	-2.3	i	i	i	i	i	i	-11.3	i
CCN1CCCC1CNC(=O)CS(=O)(=O)Cc1nc(-c2ccccc2C)oc1C (centres undefined)	?	i	0.0	i	i	i	i	i	i	-12.1	i
CCCCOc1ccc(C(=O)NCC(=O)NCc2ccccn2)cc1	7.3	i	3.4	i	i	i	i	i	i	-10.2	i
CCOCCCn1c(=O)c(NC(=O)c2ccc(OCC)cc2)c2n(c1=S)CCCCC2	-1.4	i	8.8	i	i	i	i	i	i	-8.9	i
CCOC(=O)c1c(C)[nH]c(C)c1S(=O)(=O)N(C)CC(=O)Nc1cc(C)ccc1OC	-4.3	i	-1.6	i	i	i	i	i	i	-7.1	i
CC(OC(=O)CCSc1ccccc1)C(=O)Nc1ccc(S(N)(=O)=O)cc1 (centres undefined)	17.3	i	-1.1	i	i	i	i	i	i	-2.6	i
CC(C)N(C(=O)CSc1nc2ccccc2n1Cc1ccccc1)C(C)C	3.4	i	-3.1	i	i	i	i	i	i	-1.5	i
COc1ccccc1CN(C)C(=O)c1cccc(S(=O)(=O)N2CCN(Cc3ccccc3)CC2)c1	13.9	i	6.9	i	i	i	i	i	i	-12.8	i
Cc1ccccc1-n1c(=O)/c(=C\c2ccco2)s/c1=C(/C#N)C(=O)Nc1ccccc1	1.0	i	-2.4	i	i	i	i	i	i	-20.4	i
CSc1ccccc1C(=O)NC1CCCN(c2ccc(C(F)(F)F)cn2)C1 (centres undefined)	-2.5	i	-3.6	i	i	i	i	i	i	-4.3	i
CCOC(=O)c1c(NC(=O)CSC(=S)N(C)C)sc(C)c1C	-1.7	i	-4.9	i	i	i	i	i	i	-13.4	i
O=c1c2cc(Br)ccc2nc(-c2cccc(C(F)(F)F)c2)n1O	11.5	99*	-15.6	i	i	i	i	i	193*	72.6*	i

These rows are one share of the data; rates above refer to the full screens.
